phage Ecoli inh: E. coli growth loss with phage present; inhibition, % at 11.9 µM; AID 651602; 360,000 tested, 0.26% active; growth absorbance; in the data active = inhibition above about 11%
OPRM1-OPRD1 inv: mu-delta opioid heterodimer inverse agonism | 340,000 tested, 0.21% active | cell-based MOR-DOR heterodimer luminescence | inhibition, % at 9.3 µM; in the data active = inhibition above about 22%, passing the limit was not always enough;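 also: 0% = cells with DMSO and 100% = wells without cells with DMSO; values of inactives mirror those of a sister screen read the other way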
Target sequence (P35372 whole entry, looked up): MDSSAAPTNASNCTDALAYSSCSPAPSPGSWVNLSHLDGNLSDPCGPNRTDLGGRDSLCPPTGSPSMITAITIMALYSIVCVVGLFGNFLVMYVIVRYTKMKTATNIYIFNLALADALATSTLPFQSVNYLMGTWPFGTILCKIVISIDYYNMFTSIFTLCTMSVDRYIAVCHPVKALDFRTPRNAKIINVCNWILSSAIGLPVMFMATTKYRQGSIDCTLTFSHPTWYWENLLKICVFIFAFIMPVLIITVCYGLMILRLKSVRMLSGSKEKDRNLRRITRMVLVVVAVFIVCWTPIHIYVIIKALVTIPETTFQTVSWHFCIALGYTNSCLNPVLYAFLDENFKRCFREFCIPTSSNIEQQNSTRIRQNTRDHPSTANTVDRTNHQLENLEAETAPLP
Target sequence (P41143 whole entry, looked up): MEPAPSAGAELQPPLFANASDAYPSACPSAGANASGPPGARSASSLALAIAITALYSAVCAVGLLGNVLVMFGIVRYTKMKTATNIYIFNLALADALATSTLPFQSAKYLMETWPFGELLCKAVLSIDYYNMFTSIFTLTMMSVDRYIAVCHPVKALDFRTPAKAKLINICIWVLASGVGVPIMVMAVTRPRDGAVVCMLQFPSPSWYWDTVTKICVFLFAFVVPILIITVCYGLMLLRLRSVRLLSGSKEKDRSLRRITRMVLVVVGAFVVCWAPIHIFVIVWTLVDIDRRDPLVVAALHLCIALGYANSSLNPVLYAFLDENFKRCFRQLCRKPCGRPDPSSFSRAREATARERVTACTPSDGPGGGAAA
PKA-R2B activ: activators of human PKA-R2B complex; PKA-R2B holoenzyme dissociation, Cy5-IP20 fluorescence polarization; R2B truncated from residue 108, S112A mutant; 0% DMSO only, 100% 113 µM cGMP; activation, % at 11.4 µM; 340,000 tested, 0.079% active;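 active = activation above a cutoff set at the mean over all compounds plus 3 SD, cut at about 18% in these data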;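 also: higher means more holoenzyme dissociation and a rise in polarization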
HTR5A inv ctr: inverse agonist of human HTR5A in OPRM1-OPRD1 counter-screen | AID 504634 | 340,000 tested, 0.083% active | HTR5A cell line, luminescence, inverse agonism | inhibition, % at 9.3 µM; in the data active = inhibition mostly above about 23%, no sharp cut-off; inactive = mostly below about 18%;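 also: 0% = cells with DMSO and 100% = no-cell wells with DMSO; some compounds called inactive have numbers as strong as hits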
Tat export inh: blocks Tat-dependent protein export in E. coli; E. coli MC4100 TorA-mCherry Tat export, fluorescence; inhibition, % at 10 µM; 340,000 tested, 0.036% active;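 active = mean replicate inhibition at least 50% and at least half of replicates individually reaching 50%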;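 also: exported cargo escapes ClpAP degradation while cytoplasmic cargo is degraded and loses fluorescence; 0% = median of neutral control wells and 100% = median of NaSCN control wells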
OPRM1-OPRD1 ag: agonists of human mu-delta opioid receptor heterodimerization. AID 504326. 340,000 tested, 0.3% active. cells, OPRM1-OPRD1 heterodimerization, luminescence. activation, % at 9.3 µM; in the data active = activation above about 18%;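 also: 0% = vehicle-treated cells and 100% = reference agonist; values of inactives mirror those of a sister screen read the other way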
E coli growth: counter-screen for AddAB inhibitors: E. coli growth inhibition | inhibition, % at 11.9 µM | 330,000 tested, 0.27% active | E. coli V3065 growth, OD600 absorbance, 18 h;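 active = inhibition above the campaign's mean inhibition across all tested compounds plus 3 SD, cut at about 9.9% in these data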;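 also: uninfected addAB+ strain grown without phage in ampicillin broth; 0% = DMSO wells and 100% = ciprofloxacin 0.95 µg/ml wells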
PKA-R1A act: activators of PKA-R1A complex; activation, % at 11.4 µM; AID 504707; P00514+P68181; 340,000 tested, 0.083% active; PKA-R1A dissociation, Cy5-IP20 fluorescence polarization; scaled: DMSO 0%, 113 µM cGMP 100%;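 active = percent activation above the mean of all tested compounds plus 3 SD, cut at about 19% in these data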;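 also: higher means more PKAc released from R1A so a rise in polarization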
PfHsp90 yeast 2: reduces growth (ATP signal) of yeast expressing P. falciparum Hsp90. S. cerevisiae expressing PfHsp90, BacTiter-Glo ATP, 48 h; yeast lacking PDR1 and PDR3 efflux regulators. inhibition, % at 9.4 µM. 310,000 tested, 0.32% active;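 active = every replicate shows inhibition above about 80%, whatever the replicate mean, limit read from the data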;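 also: 0% = DMSO neutral controls and 100% = 20 µM radicicol positive controls; yeast relying on Plasmodium falciparum Hsp90 in place of its own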
Mot1-301 SUMO: inhibitors of SUMOylation pathway: yeast Mot1-301 growth rescue | S. cerevisiae Mot1-301 growth rescue, ATP luminescence, 38.5C; percent above DMSO median, 100 means doubled | growth rescue, % at 18.8 µM | 320,000 tested, 1% active | AID 2716;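 active = every valid replicate shows activation above 250% relative to neutral control wells; inactive = the rest, any valid replicate at or below 250%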;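 also: OY570 slx delta 5 strain wells were the positive control but not used for scaling; some compounds called inactive have numbers as strong as hits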
AddAB inh: less growth of phage-infected E. coli with AddAB; inhibition, % at 11.9 µM; 330,000 tested, 0.29% active; E. coli expressing H. pylori AddAB, absorbance growth; AID 435030; in the data active = inhibition above about 12%;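 also: 0% = vehicle wells of infected cells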
Starred values were filed as active, the others as inactive; / = not tested or not shown; & = joins results of further samples.

SMILES	phage Ecoli inh	OPRM1-OPRD1 inv	PKA-R2B activ	HTR5A inv ctr	Tat export inh	OPRM1-OPRD1 ag	E coli growth	PKA-R1A act	PfHsp90 yeast 2	Mot1-301 SUMO	AddAB inh
O=C(OCc1c(Cl)cccc1Cl)c1ccncc1	2.6	12	-1	-14	-3	-1.9	0.6	-6	-17	24	2.8
CCN(CC(=O)NCCc1ccc(S(N)(=O)=O)cc1)Cc1nc2cc(OC)c(OC)cc2c(=O)[nH]1	2.2	8	3	18	-2	-1.4	-0.1	-15	4	25	1.0
CCOc1cc(S(=O)(=O)NCC2CCCO2)ccc1F (stereo unspecified)	0.9	12	-8	-10	-3	-2.5	-1.4	-4	8	1	0.8
C/C(CC(=O)NCc1ccco1)=N\NC(=O)Cc1cccc2ccccc12	1.1	-1	-2	6	-1	0.2	2.7	4	4	172	-0.6
CC(=O)N(c1c(C)n(C)n(-c2ccccc2)c1=O)C1(C(=O)NC2CCCCC2)CCCCC1	-0.7	1	-3	7	7	-0.1	-0.2	-5	/	/	2.5
Cc1ccccc1S(=O)(=O)Cc1ccc(C(=O)NCCCN2CCN(C)CC2)o1	2.4	1	5	18	6	-0.1	-1.1	9	-55	5	1.6
O=C(O)c1ccc2c(c1)S(=O)(=O)c1cc(Cl)ccc1C2=O	1.4	-7	-13	10	4	1.3	0.2	-6	4	14	0.9
COCCn1c(NCc2ccco2)nc2c1c(=O)[nH]c(=O)n2C	5.4	12	7	8	4	-2.2	1.7	0	-137	8	3.1
COC(=O)C(C)N(C(=O)c1ccc(C(=O)c2ccccc2)cc1)c1c(C)cccc1C (stereo unspecified)	-0.4	7	-13	12	15	-1.4	1.4	-6	/	-2	3.0
CC(C)C(C(=O)NCc1ccco1)N(Cc1ccco1)C(=O)CNS(=O)(=O)c1ccc(F)cc1 (stereo unspecified)	1.1	-6	-2	0	-1	0.8	-1.9	7	20	-14	1.0
CN(Cc1cc(Cl)cc(Cl)c1)CC(C(=O)c1ccccc1)c1ccccc1 (stereo unspecified)	4.0	3	-2	0	7	-0.5	/	8	-71	/	/
COc1ccc(-c2nc(SC(CC(=O)NCCO)c3cccs3)n[nH]2)cc1 (stereo unspecified)	3.4	8	8	-24	1	-1.7	-0.8	-3	-21	20	3.0
CCOC(=O)c1cc(-c2ccccc2)sc1NC(=O)CN1C(=O)NC(CC)(c2ccc(F)cc2)C1=O (stereo unspecified)	3.1	-12	7	8	-2	2.4	3.2	-5	/	-17	3.7
CC(=O)/C(=N\Nc1ccccc1)Sc1nnc(-c2ccccc2)n1-c1ccccc1	2.5	7	5	8	0	-1.1	0.3	0	18	-5	1.9
Cc1c(C(=O)N2CCc3ccccc32)cnn1C	3.7	-11	6	-6	-7	1.7	1.0	1	-9	-5	4.0
CC(C)=NNC(=O)c1c(O)c2ccccc2[nH]c1=O	2.5	16	4	-11	7	-3.2	0.9	-6	6	35	-0.1
CCNC(=O)CCSc1nnc(-c2ccco2)o1	2.0	-17	0	-10	-5	2.8	0.5	12	-7	-20	3.1
CCn1cc([N+](=O)[O-])c(C(=O)Nc2nc(-c3ccc(C)cc3)c(C)s2)n1	/	-2	8	0	-3	0.3	-2.2	3	/	15	-2.2
O=C(NNS(=O)(=O)c1ccccc1Cl)c1nn(-c2ccc(F)cc2)ccc1=O	2.3	18	3	19	-11	-3.5	0.8	-6	1	-1	1.4
Cc1ccc(N(C(C)C(=O)N2CCC(C)CC2)S(C)(=O)=O)cc1C (stereo unspecified)	3.7	-11	0	12	-3	1.7	-1.7	3	-9	26	1.7
CC[C@@]1(O)C(=O)OCc2c1cc1n(c2=O)Cc2cc3c(N)cccc3nc2-1	2.2	1	-9	3	-1	-0.2	-0.8	-7	28	0	4.1
CC1(C)NC(=O)N(CC(=O)N2CCCC(C(F)(F)F)C2)C1=O (stereo unspecified)	-2.4	23	3	16	-2	-4.8	1.4	-5	-2	-14	1.7
O=[N+]([O-])c1cccc(-c2nnc3ccc4ccccc4n23)c1	-1.1	13	-1	-2	-2	-2.9	-2.1	0	-38	-3	3.6
CN(c1ccc(C(=O)Nc2ccc3c(c2)OCCO3)cc1)S(C)(=O)=O	0.5	16	-5	7	10	-2.9	-1.6	-14	6	-1	3.6
O=C(CCNS(=O)(=O)c1ccc2c(c1)CCC(=O)N2)NCc1ccc2c(c1)OCO2	3.2	-12	-8	-30	-9	2.1	0.7	5	/	46	-0.2
Nc1nc(Cl)nc2ncn(Cc3ccccc3)c12	3.6	11	1	9	-4	-2.4	1.7	-1	9	-14	4.7
CSc1ccccc1OCc1cc(C(=O)N(C)Cc2ccc(C)o2)no1	2.6	2	-7	0	5	-0.3	-2.1	4	-50	10	-0.1
O=C(C1CCN(S(=O)(=O)c2cccc3cccnc23)CC1)N1CCc2ccccc21	0.6	9	-4	-7	-2	-1.8	-0.2	-1	29	10	-3.2
Cc1csc(NC(=O)c2cccc(C)c2C)n1	2.7	13	13	-5	1	-2.3	0.9	-4	4	4	1.4
C#CCOCCOCCOCCNc1nc(N2CCN(C(=O)CCCCCCCCCCNC(=O)[C@@H](CCSC)n3cc(CCO)nn3)CC2)nc(N2CCN(C(=O)CCCCCCCCCCNC(=O)[C@H](CCSC)n3cc(CCO)nn3)CC2)n1	1.9	2	4	-7	10	-0.4	2.6	0	8	-2	1.1

Reprinted from the part before: 2 compounds, then new ones.
SMILES	phage Ecoli inh	OPRM1-OPRD1 inv	PKA-R2B activ	HTR5A inv ctr	Tat export inh	OPRM1-OPRD1 ag	E coli growth	PKA-R1A act	PfHsp90 yeast 2	Mot1-301 SUMO	AddAB inh
Cc1csc(NC(=O)c2cccc(C)c2C)n1	2.7	13	13	-5	1	-2.3	0.9	-4	4	4	1.4
C#CCOCCOCCOCCNc1nc(N2CCN(C(=O)CCCCCCCCCCNC(=O)[C@@H](CCSC)n3cc(CCO)nn3)CC2)nc(N2CCN(C(=O)CCCCCCCCCCNC(=O)[C@H](CCSC)n3cc(CCO)nn3)CC2)n1	1.9	2	4	-7	10	-0.4	2.6	0	8	-2	1.1
CCN1C(=O)c2ccccc2S(=O)(=O)c2ccc(C(=O)NC(C)C)cc21	1.4	20	-6	0	-6	-4.4	0.9	0	26	85	-0.2
Cc1cc(N2C(=O)C(O)=C(C(=O)c3cc4ccccc4o3)C2c2ccc(OC(C)C)cc2)no1 (stereo unspecified)	0.6	13	1	21	-11	-2.3	-1.8	5	-8	-5	0.5
CC(C)[C@H](NS(=O)(=O)c1ccccc1F)C(=O)OCC(=O)Nc1cccc(S(N)(=O)=O)c1	0.4	16	-3	-30	-8	-3.0	0.2	6	13	8	1.5
O=C(O)C1CCCCC1C(=O)NCCCc1ccccc1 (stereo unspecified)	2.3	20	0	-16	-9	-3.2	-2.4	-5	-13	21	3.4
NC(=O)CCn1ccc2ccccc21	3.1	-1	2	6	3	0.2	-1.0	8	/	16	-1.8
COCCn1c(SCC(=O)NC2CCCC2)nc2cccnc21	4.0	15	-3	-13	-1	-3.2	-0.5	1	48	-11	0.7
Cc1cc(SCC(=O)c2ccc(O)c(O)c2)nc2ccccc12	3.1	-21	-9	-5	9	4.0	0.9	-6	/	-18	2.9
CCN(C(=O)CSc1cc(C)c2ccccc2n1)C1CCS(=O)(=O)C1 (stereo unspecified)	2.6	15	2	3	2	-2.8	-0.5	2	1	-3	2.4
Cc1cc(C)c(NC(=O)COC(=O)CSc2ccc(Br)cc2C)c(C)c1	0.9	-15	-4	-14	2	2.8	-0.1	-14	16	/	2.9
CC(C)(C)C(=O)NC(=S)Nc1ccc(F)cc1	3.1	14	5	-3	-4	-2.3	-0.7	-7	0	-16	2.9
CCCc1ccc(-c2cc(C(=O)NC3=NCCS3)c3ccccc3n2)cc1	2.0	-1	-1	17	-1	0.3	-0.1	-3	-12	4	1.8
Cc1nnn(C23CC4CC(CC(C4)C2)C3)n1	3.4	6	-13	24	4	-1.0	1.1	4	/	-18	1.1
CCOc1ccccc1C(C(=O)NC1CCCC1)N(C(=O)c1csnn1)C1CC1 (stereo unspecified)	-2.7	9	-5	-1	-7	-1.5	-2.8	-2	1	4	1.9
Cc1cc(C(=O)N2CCCC(C(=O)c3cccc4ccccc34)C2)nc(C)n1 (stereo unspecified)	-0.1	8	-8	0	-2	-1.6	2.1	-4	-15	10	5.9
COc1ccc(C(=Cc2cc(OC)c(OC)cc2[N+](=O)[O-])C(=O)O)cc1	1.6	8	-3	8	4	-1.6	/	0	-10	/	/
Cc1oc2cc3oc(=O)c(CCC(=O)NCCCN4CCCC4=O)c(C)c3cc2c1C	1.9	5	5	1	-4	-0.9	-0.5	9	-1	120	5.7
NNC(=O)Cn1c(COc2ccc(Cl)cc2)nc2ccccc21	1.2	/	-3	/	-5	/	0.9	-1	20	6	1.3
O=C(NC1CCCC1)c1ccc(Cn2c(=O)[nH]c3ccsc3c2=O)cc1	3.1	4	1	-5	-8	-0.8	-1.0	2	-7	181	-1.0
CCc1nn2c(N)c(/C=C3\C=Nc4ccccc43)c(=O)nc2s1	-2.2&3.2	0	-7	-15	1	0.0	-0.2&-2.0	-14	16	11&6	-0.6&0.0
COc1ccc(CNc2nc(C)c([N+](=O)[O-])c(C)c2C#N)cc1	3.1	3	10	4	-1	-0.6	-1.6	-7	6	35	2.2
COc1cccc(C(=O)CN(C(=O)c2ccc(Cl)cc2Cl)N2C(=O)c3ccccc3C2=O)c1	4.3	3	-10	0	-6	-0.6	0.7	1	-6	63	1.2

Structures from the list above that contain a Cl atom (seven):
SMILES	phage Ecoli inh	OPRM1-OPRD1 inv	PKA-R2B activ	HTR5A inv ctr	Tat export inh	OPRM1-OPRD1 ag	E coli growth	PKA-R1A act	PfHsp90 yeast 2	Mot1-301 SUMO	AddAB inh
O=C(OCc1c(Cl)cccc1Cl)c1ccncc1	2.6	12	-1	-14	-3	-1.9	0.6	-6	-17	24	2.8
O=C(O)c1ccc2c(c1)S(=O)(=O)c1cc(Cl)ccc1C2=O	1.4	-7	-13	10	4	1.3	0.2	-6	4	14	0.9
CN(Cc1cc(Cl)cc(Cl)c1)CC(C(=O)c1ccccc1)c1ccccc1 (stereo unspecified)	4.0	3	-2	0	7	-0.5	/	8	-71	/	/
O=C(NNS(=O)(=O)c1ccccc1Cl)c1nn(-c2ccc(F)cc2)ccc1=O	2.3	18	3	19	-11	-3.5	0.8	-6	1	-1	1.4
Nc1nc(Cl)nc2ncn(Cc3ccccc3)c12	3.6	11	1	9	-4	-2.4	1.7	-1	9	-14	4.7
NNC(=O)Cn1c(COc2ccc(Cl)cc2)nc2ccccc21	1.2	/	-3	/	-5	/	0.9	-1	20	6	1.3
COc1cccc(C(=O)CN(C(=O)c2ccc(Cl)cc2Cl)N2C(=O)c3ccccc3C2=O)c1	4.3	3	-10	0	-6	-0.6	0.7	1	-6	63	1.2

Screening data (PubChem)
